# From PubChem
# FBW7 activator: activators of human E3 ligase FBW7; 650,000 compounds, 0.13% hits; Q969H0; AlphaScreen FBW7–phospho-cyclin E peptide binding, activator screen; normalized activity (activation), % at 26.1 µM; in the data active = normalized activity above about 1.9%;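 note: purified mutant Fbw7 with reduced substrate affinity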
# Target sequence (Q969H0 whole entry, looked up): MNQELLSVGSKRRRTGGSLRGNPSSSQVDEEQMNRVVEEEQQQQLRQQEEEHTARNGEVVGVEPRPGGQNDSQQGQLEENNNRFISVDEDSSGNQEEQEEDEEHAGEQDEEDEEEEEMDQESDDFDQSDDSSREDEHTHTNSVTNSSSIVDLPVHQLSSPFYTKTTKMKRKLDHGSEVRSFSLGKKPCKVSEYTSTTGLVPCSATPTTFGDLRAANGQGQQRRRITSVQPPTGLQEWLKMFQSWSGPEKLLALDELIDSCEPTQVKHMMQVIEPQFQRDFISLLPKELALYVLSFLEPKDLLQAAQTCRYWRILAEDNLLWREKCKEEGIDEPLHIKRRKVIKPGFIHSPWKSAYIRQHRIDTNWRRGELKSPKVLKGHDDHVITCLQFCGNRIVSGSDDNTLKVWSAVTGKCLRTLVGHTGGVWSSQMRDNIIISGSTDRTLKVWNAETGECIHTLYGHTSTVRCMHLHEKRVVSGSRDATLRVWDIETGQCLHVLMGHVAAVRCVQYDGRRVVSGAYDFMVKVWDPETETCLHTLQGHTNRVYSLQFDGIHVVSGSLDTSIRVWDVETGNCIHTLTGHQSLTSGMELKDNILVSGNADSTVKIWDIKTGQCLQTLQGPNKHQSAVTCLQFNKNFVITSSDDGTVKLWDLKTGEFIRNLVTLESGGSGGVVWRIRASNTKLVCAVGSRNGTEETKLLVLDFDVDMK
# GPR151 ag: activators of human GPR151 | Q8TDV0 | PathHunter beta-arrestin GPR151 cells, luminescence | activation, % at 11.2 µM | 650,000 compounds, 1% hits | AID 1508602; in the data active = activation above about 4.9%;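 note: 0% = median of compound wells and 100% = cells with positive control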
# MITF primary: human MITF inhibition, primary screen. O75030. AlphaScreen MITF homodimerization, bead proximity signal. inhibition, % at 2.6 µM. 650,000 compounds, 0.91% hits; in the data active = inhibition above about 50%;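 note: 0% = vehicle wells with protein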
# TEAD-YAP inh: TEAD-YAP interaction inhibition. HEK-TIYL cells, TEAD-Gal4/YAP UAS-luciferase luminescence. inhibition, % at 9.12 µM. 640,000 compounds, 1.4% hits. AID 1259422; in the data active = inhibition above about 32%;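 note: 0% = median of test compound wells and 100% = reference inhibitor wells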
# * marks the source's active call; other numbers are inactive results.
# The opening six records, to show the layout:
compound,FBW7 activator,GPR151 ag,MITF primary,TEAD-YAP inh
COc1ccc(N2CCN(C(=O)COc3ccc4ccccc4c3)CC2)cc1,-0.1,1.4,10,6
COc1cc(/C=C/C(=O)O)ccc1OCc1ccc([N+](=O)[O-])cc1,0.0,0.0,12,8
COc1ccc(C(=O)NCC2(c3ccccc3)CCOCC2)c(OC)c1OC,0.0,2.8,-14,-10
CS(=O)(=O)N1CCN(c2ccc(-c3cccs3)nn2)CC1,-0.2,-0.3,-2,-7
Cc1cc(NC(=O)CSc2ncccn2)no1,0.0,0.9,0,-4
CCOC(=O)N1CCN(c2cc(=O)n(-c3ccccc3F)c(=O)[nH]2)CC1,0.0,1.1,-3,6

# The list itself, previewed entries included:
compound,FBW7 activator,GPR151 ag,MITF primary,TEAD-YAP inh
COc1ccc(N2CCN(C(=O)COc3ccc4ccccc4c3)CC2)cc1,-0.1,1.4,10,6
COc1cc(/C=C/C(=O)O)ccc1OCc1ccc([N+](=O)[O-])cc1,0.0,0.0,12,8
COc1ccc(C(=O)NCC2(c3ccccc3)CCOCC2)c(OC)c1OC,0.0,2.8,-14,-10
CS(=O)(=O)N1CCN(c2ccc(-c3cccs3)nn2)CC1,-0.2,-0.3,-2,-7
Cc1cc(NC(=O)CSc2ncccn2)no1,0.0,0.9,0,-4
CCOC(=O)N1CCN(c2cc(=O)n(-c3ccccc3F)c(=O)[nH]2)CC1,0.0,1.1,-3,6
CCOc1ccc(-c2cc(C)n3nc(C(=O)Nc4ccc(CC)cc4)cc3n2)cc1,-0.2,1.2,3,-1
Fc1ccc(OCc2nn3c(Cc4ccccc4)nnc3s2)cc1,-0.1,-0.2,8,9
Cc1cc2c(c(-c3ccc(C(N)=O)cn3)c1)OC(CNC(=O)C13CC4CC(CC(C4)C1)C3)C2 (centres undefined),-0.1,7.1*,-9,0
CC1CCCCC12NC(=O)N(CC(=O)Nc1cccc(C#N)c1)C2=O (centres undefined),0.0,-1.4,-2,10
CC1CCN(CCCn2c(=S)[nH]c3ccccc3c2=O)CC1,-0.1,-1.1,-4,11
CCOC(=O)C1CCN(C(=O)COc2ccc(Cl)cc2C)CC1,0.0,0.8,0,3
CCC(C)c1ccccc1OCC(=O)Nc1ccc(S(=O)(=O)N2CCCC2)cc1 (centres undefined),0.0,-1.4,7,7
O=C(O)CSC(=S)NC(=O)c1ccccc1,0.0,0.0,2,-5
COc1ccc(CCn2c(SCC(=O)N3CCN(c4ccccc4OC)CC3)nc3ccccc3c2=O)cc1OC,0.0,1.5,-3,37*
COc1cccc(-c2csc(NNC(=O)c3ccncc3)n2)c1,-0.2,-1.2,-3,5
COc1cccc(NC(=S)N(Cc2ccccc2F)C2CCCCC2)c1,0.0,0.3,-8,-13
CCc1ccc(NC(=O)CSC2=C(C#N)C(c3ccc(C)o3)C3=C(CCCC3=O)N2)cc1 (centres undefined),0.9,-0.4,2,20
Cc1cccc(-n2nc3c(c2NC(=O)c2c(-c4ccccc4Cl)noc2C)CSC3)c1,0.1,0.9,1,0
CCOC(=O)CC(Sc1ccc(C(=O)OCC)cc1[N+](=O)[O-])C(=O)OCC (centres undefined),0.0,-0.8,16,0
COc1ccccc1N1CCN(C(c2nnnn2Cc2ccccc2)C(C)C)CC1 (centres undefined),-0.1,1.7,-11,4
CCOC(=O)c1ccc2c(c1)C1C=CCC1C(c1ccc(OC(C)=O)cc1OC(C)=O)N2 (centres undefined),-0.2,-1.4,-3,1
NC(=O)C1CCN(Cc2cc(=O)n3ccsc3n2)CC1,0.1,-1.3,14,-6
NC(=O)c1ccc(Nc2nccn3c(-c4cccc(F)c4)cnc23)cc1,-0.4,-0.4,-3,-30
CN1CCCN(C(=O)C2CC23CCN(Cc2nc4ccccc4n2C)CC3)CC1 (centres undefined),0.6,-0.4,20,1
Cc1nc2c(c(=O)[nH]1)CCN(Cc1ccc3nccnc3c1)C2,0.2,0.2,26,-7
O=C(NCc1ccco1)C(=O)N/N=C/c1ccccc1Cl,-0.1,0.2,-2,-19
CC(C)=CCN1CCN(Cc2cnc(N3CCOCC3)s2)CC1CCO (centres undefined),0.0,0.1,1,16
O=C(Cc1c(C(=O)O)[nH]c2ccc(Cl)cc12)NC1CCCC1,0.1,1.4,22,0
Cc1nnc(NC(=O)c2sc3ncn(CC(=O)N4CC(C)CC(C)C4)c(=O)c3c2C)s1 (centres undefined),0.0,-0.7,-3,-6
N#Cc1ccc(C(=O)Nc2nc(-c3ccc(Br)cc3)cs2)cc1,0.1,-1.1,9,9
O=C1CCC(CCNCc2cccc(C(F)(F)F)c2)N1CCc1cccnc1 (centres undefined),-0.1,-0.9,-13,0
CSc1nnc(C2CCN(CC(=O)NCc3cccs3)CC2)n1C,-0.1,0.5,1,2
CC1CCN(C(=O)c2c[nH]c3ccc(S(=O)(=O)N4CCCCC4c4cccnc4)cc3c2=O)CC1 (centres undefined),0.2,-0.4,7,1
O=C(Cc1ccc(Br)cc1)Nc1ccc(F)c(F)c1,0.1,0.8,12,-6
CCOC(=O)c1cc(C)sc1NC(=O)c1ccccc1F,0.2,-0.3,-1,17
O=c1[nH]c2ccccc2n1CCCSc1nnc2c3ccccc3n(CCc3ccccc3)c2n1,0.0,-1.0,9,6
CC(C)C(=O)Nc1ccc(S(=O)(=O)NCCCc2ccc(N(C)C)cc2)cc1,-0.3,1.3,-1,9
CS(=O)(=O)N(CC(=O)NC1CC2CCC1C2)c1cc(C(F)(F)F)ccc1Cl (centres undefined),0.1,0.2,-2,6
CCc1nnc2n1N=C(c1ccc(Cl)cc1)CS2,0.0,0.4,15,5
O=C(NCc1ccncc1)C(=O)Nc1ccc(Cl)cc1,-0.1,3.2,9,6
O=[N+]([O-])c1cc(-c2nnc(Nc3ccc(Br)cc3)s2)ccc1N1CCCCCC1,0.0,-1.8,2,4
CCOC(=O)c1sc2nc(SCc3cc(F)cc4c3OCOC4)n(Cc3ccc(OC)cc3)c(=O)c2c1C,0.1,-1.2,-21,-7
CC(C)(C)c1ccc(C(=O)N/C(=C\c2ccc([N+](=O)[O-])cc2)C(=O)Nc2ccc(Cl)cc2)cc1,-0.1,-0.9,10,3
NS(=O)(=O)c1ccc(CCNC(=O)CCCCn2c(=S)[nH]c3ccsc3c2=O)cc1,0.0,2.0,9,2
O=C(CC1(O)CCCCC1)N/N=C/c1ccc(Cl)cc1,0.0,-0.7,-12,1
CSc1ccccc1C(=O)NCc1ccccc1Cl,-0.1,0.2,12,-3
Nn1c(SCc2nc3sc4c(c3c(=O)[nH]2)CCCC4)nnc1-c1cccnc1,0.1,-0.2,20,-5

# Random excerpt: two records from the list, in no set order.
compound,FBW7 activator,GPR151 ag,MITF primary,TEAD-YAP inh
O=C(CC1(O)CCCCC1)N/N=C/c1ccc(Cl)cc1,0.0,-0.7,-12,1
CCOC(=O)c1sc2nc(SCc3cc(F)cc4c3OCOC4)n(Cc3ccc(OC)cc3)c(=O)c2c1C,0.1,-1.2,-21,-7

# Further compounds
compound,FBW7 activator,GPR151 ag,MITF primary,TEAD-YAP inh
Cc1cc(C(=O)OC(C)C(=O)c2ccccc2)c2ccccc2n1 (centres undefined),-0.1,-1.5,-16,3
CCn1c(=O)c(C(=O)NCCNCCO)c(O)c2ccccc21,-0.6,2.7,-11,-11
Cn1c(=O)oc2cc(S(=O)(=O)Nc3ccccc3O)ccc21,0.1,1.9,2,20
CCCCC(=O)NC(NC(=O)CCCC)c1cccc(OC)c1,-0.1,-0.4,9,2
O=[N+]([O-])c1cccc(CSc2nc(NCc3ccc(Cl)cc3)c3ccccc3n2)c1,-0.3,-0.3,8,5
COc1cc(/C=c2/sc3nc4ccccc4n3c2=O)cc(OC)c1OC(C)=O,-0.1,0.1,11,1
OCCN(CCO)CC(O)COc1c(F)cc(Br)cc1F (centres undefined),0.0,-0.2,-4,-3
CN(Cc1ccccn1)C(=O)c1ccc(OC2CCN(CCc3ccccc3)CC2)cc1,0.0,-0.6,9,4
Cc1ccc(N=Cc2c(CSc3ccc(C)cc3)[nH]n(-c3nc4ccccc4s3)c2=O)cc1,0.1,-1.3,16,8
O=C(NC(Cc1c[nH]c2ccccc12)C(=O)NCc1ccccc1)Oc1ccccc1 (centres undefined),-0.2,4.8,3,-1
O=C(Nc1ccc(-c2cn[nH]c2)cc1OCCN(Cc1ccccc1)Cc1ccccc1)C1COc2ccccc2C1 (centres undefined),0.0,1.7,14,3
CCC1=NN2C(=N)/C(=C\c3ccc(N(CC)CC)cc3)C(=O)N=C2S1,0.2,-1.8,11,-8
CCCCc1ccc(C(=O)Nn2c(-c3ccc(OC)c(OC)c3)nc3ccccc3c2=O)cc1,0.2,-0.4,15,9
COc1ccc(Cl)cc1NC(=O)CN(c1cccc(C(F)(F)F)c1)S(C)(=O)=O,0.1,0.5,15,5
NCCCC[C@@H]1NC(=O)[C@@H]2C[C@H](NC(=O)c3cccs3)CN2C1=O,-0.2,3.0,3,7
COc1ccc(CCNCc2ccc(N3CCOCC3)cc2)cc1,0.1,2.7,53*,2
CC(=O)Nc1ccccc1NC(=O)c1c(-c2ccccc2Cl)noc1C,0.3,-1.3,-1,-13
CCCc1nnc(SCC(=O)Nc2nc(C)cs2)n1CCOC,-0.1,-0.5,-16,-3
CC(=O)C1=C(O)C(=O)N(CCCN2CCOCC2)C1c1ccc2c(c1)OCO2 (centres undefined),-0.1,0.0,-1,6
CC(=O)Nc1cc(C(=O)NCCc2ccccc2)ccc1Nc1cccc(Cl)c1,0.0,-0.4,-2,-2
C=CCOc1ccc(/C=C2/SC(=Nc3ccccc3)NC2=O)cc1OCC,0.0,1.2,-5,9
COC(=O)c1ccc(N2C(=O)CC(NCCCN3CCC(C(N)=O)CC3)C2=O)cc1 (centres undefined),0.2,0.5,-3,3
O=C1C(Cl)=C(Cl)C(=O)C(Cl)(Cl)C1(Cl)Cl,-0.1,-0.6,35,7
N#CC1=C(SCC(N)=O)NC2=C(C(=O)CCC2)C1c1cccc(Cl)c1Cl (centres undefined),-0.1,2.3,-10,3
CCOc1cc(C(c2c(C)[nH]n(-c3ccccc3)c2=O)c2c(C)[nH]n(-c3ccccc3)c2=O)ccc1OC,-1.3,-1.2,7,4
CCOc1ncccc1C(=O)Nc1cccc(-c2nnc3n2CCCCC3)c1,0.5,-2.0,0,21
COc1cc(NC(=O)c2ccnc(-c3cccc(N)c3)c2)cc(OC)c1OC,0.0,-1.5,28,-4
COc1ccc(NC(=O)CC(Cc2cc(C)cc(C)c2)C(=O)O)cc1 (centres undefined),0.8,-0.7,10,10
COc1cccc(-n2c(-c3ccccc3)cn3c4c(=O)n(C)c(=O)n(C)c4nc23)c1,-0.1,-0.8,-2,-4
COc1ccc(N2C(=O)c3ccccc3C2C(=O)NC2CCCCC2)cc1 (centres undefined),0.0,-0.8,3,-13
CCOC(=O)c1ccc(NC(=O)c2sc(NC(=O)c3ccccc3F)c(C(=O)OCC)c2C)cc1,-0.1,1.8,-9,1
O=C(O)c1ccc(F)c(S(=O)(=O)Nc2ccccc2Cl)c1,-0.1,1.1,4,-4
CCN(CC)S(=O)(=O)c1cc(C(=O)Nc2cc(C)on2)ccc1Br,0.1,1.1,9,-14
CC(=O)Nc1ccc(NC(=O)CSc2ccc3nnc(-c4cccc(F)c4)n3n2)cc1,0.1,0.4,-15,3
CCc1ccc(NC(=O)CSc2nnc3[nH]c(=O)c(C)nn23)cc1,0.2,-2.5,-12,-8
CC(C)(C)NC(=O)NCc1nnnn1-c1ccc(F)c(F)c1,0.0,0.4,4,0
Cc1cnc(Nc2nc3ccccc3n2C)nc1NCc1ccccc1,0.7,-0.2,10,42*
COc1cccc(/C=C2\SC(=S)N(CCCCCC(=O)O)C2=O)c1,0.2,-0.9,13,66*
CCCCCC(=O)Nc1ccc2ccccc2c1,-0.1,-0.3,9,-14
O=C(NCNC(=O)c1cccnc1)c1cccnc1,0.0,-0.8,15,-13
Cc1nc(N)n(N)c(=O)c1Cc1ccccc1,-0.1,6.4*,-9,-2
CC1Oc2ccccc2N(CC(=O)N2CCOCC2)C1=O (centres undefined),0.8,0.2,15,9
COc1ccc(NC(=O)c2cc(N3C(=O)C4C5CCC(C5)C4C3=O)ccc2Cl)c(OC)c1 (centres undefined),-0.1,-0.4,13,-4
O=C1CSC(c2cccc(C(F)(F)F)c2)N1c1cc(Cl)cc(Cl)c1 (centres undefined),0.2,-1.2,-4,8
Cc1ccccc1C(=O)N1CCc2nnc(CNC(=O)C3CC3)n2CC1,-0.1,0.6,-3,-5
O=C(c1ccccc1Br)N1CCN(c2cccc(Cl)c2)CC1,0.6,-0.8,22,5
O=C(CCC1CCN(Cc2cc3ccccc3o2)CC1)NC1CC1,0.0,0.8,3,9
Cc1csc(C(C#N)C(=O)c2cc3ccccc3o2)n1 (centres undefined),-0.1,-1.2,-4,-43
O=C1CSC(c2ccccc2)N1c1ccc(Oc2ccccc2)cc1 (centres undefined),0.0,-0.1,5,-5
COc1ccccc1C1=NOC(C(=O)Nc2cc(C)ccc2O)C1 (centres undefined),0.0,0.9,18,7
CCOC(=O)C1=C(C)N(c2ccc(C)cc2)C(=O)/C1=C\c1ccccc1F,0.0,-2.0,25,-3
